Rhodamine autofl = compound fluoresces in the rhodamine spectral region. hit rate 0.05% among 59,000. Rhodamine-region fluorescence, 547/598 nm, Tris buffer; stronger effect = higher value. AID 594. max dye-equivalent concentration, M; in the data active = max dye-equivalent concentration above about 11 nM; inconclusive = between about 1.1 nM and that limit
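A six-point rhodamine series on each plate calibrates the signal. Compounds sit in 100 mM Tris (pH 8.0) for 15 min at ambient temperature before imaging through 547 nm/598 nm filters.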
Caspase-7 inhib = allosteric or competitive inhibitors of human caspase-7. recombinant caspase-7, Ac-DEVD-AFC fluorescence rate. Potency, µM (doses to about 57.5 µM), for the others: at the highest dose activity change, negative = inhibition, hits mostly inhibitors. hit rate 0.02% among 75,000; active = well fitted inhibition curve with a large enough effect in the main read-out, with a control signal flat, not every such curve was filed as active; inconclusive = small, poorly fitted or top-dose-only effect, or a change in a side signal; also: potency is read from the fitted curve at half-maximal effect; % of control where 0% means no effect
Target sequence (P55210 24-198 limits assumed): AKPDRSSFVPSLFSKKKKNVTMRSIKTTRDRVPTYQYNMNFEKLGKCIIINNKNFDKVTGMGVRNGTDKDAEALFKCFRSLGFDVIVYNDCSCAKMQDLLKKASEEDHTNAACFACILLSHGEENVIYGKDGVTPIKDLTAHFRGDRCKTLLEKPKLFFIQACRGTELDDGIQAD
Target sequence (P55210 207-303 limits assumed): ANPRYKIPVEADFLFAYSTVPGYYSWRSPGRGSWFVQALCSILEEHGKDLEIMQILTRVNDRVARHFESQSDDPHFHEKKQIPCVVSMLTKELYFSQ
HEK293 cAMP cs = parental HEK293 cAMP activation (counter-screen). hit rate 2.5% among 73,000. AID 938. Potency, µM (highest dose often 57.1 µM), for the others: at the highest dose activation, hits mostly activators. parental HEK293 CNG cAMP sensor, membrane potential fluorescence; also: potency is read from the fitted curve at half-maximal effect; % of control where 0% means no effect; nearly all actives have a fitted effect of over 55% in size
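Counterscreen for endogenous-receptor signalling: CNG-channel HEK 293 cells report cAMP rise by membrane depolarization. After 60 min dye equilibration with 100 uM RO 20-1724, compounds incubated 30 min before bottom-read fluorescence at 590 nm.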
A350 fluor = compound fluoresces in the Alexa 350 spectral region | Compound autofluorescence, 340/450 nm, Alexa 350 dye-equivalents; stronger effect = higher value | max dye-equivalent concentration, M | hit rate 11% among 59,000 | AID 590; in the data active = max dye-equivalent concentration above about 10 nM; inconclusive = mostly about 1.1 nM to 9.6 nM
Tau fil binding = binds recombinant human tau filaments; hit rate 2% among 71,000; Potency, µM (titrated, usually from 57.1 µM), without a hit: at the highest dose activity change, negative = inhibition; P10636; recombinant tau filaments, thioflavin S fluorescence, 15 h; filaments grown with octadecylsulfate alongside compound;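 also: potency is read from the fitted curve at half-maximal effect; % is scaled to controls: 0 for no effect and ±100 for the full control effect; actives lower thioflavin S fluorescence by blocking filaments or displacing dye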
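Tau 2 uM in ThS buffer dispensed; compound added; 60 uM ODS added (finals 1 uM tau, 30 uM ODS); 15 h 37 C; fluor ex450/em510.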
FLuc inh = blocks Photinus pyralis firefly luciferase activity; hit rate 2.2% among 72,000; purified firefly luciferase, luminescence, 8 min; Potency, µM (highest dose often 57.1 µM), for the others: at the top dose activity change, negative = inhibition, actives largely listed as inhibitors; also: potency is read from the fitted curve at half-maximal effect; % is scaled to controls: 0 for no effect and ±100 for the full control effect; nearly all actives have a fitted effect of over 40% in size
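Inhibition of light generation by firefly luciferase from ATP and luciferin was profiled with concentration-response curves per sample, ATP held at 10 uM within the enzyme's linear range. Plates were read by luminescence after an 8-minute ambient incubation.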
ERK AVP inh = blocks ERK signaling stimulated by vasopressin; HEK293-V1b, vasopressin-stimulated pERK AlphaScreen; Potency, µM (series often up to 57.5 µM), without a hit: at the highest dose activity, negative = inhibition, usual class: inhibitors; hit rate 0.99% among 72,000; also: potency is read from the fitted curve at half-maximal effect; % is scaled to controls: 0 for no effect and ±100 for the full control effect; nearly all actives have a fitted effect of over 55% in size
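V1b-HEK293 cells; cpd 30 min 37C; 25 nM vasopressin 5 min; lyse 10 min; AlphaScreen beads 5 hr RT. Normalized to DMSO basal and 25 nM vasopressin; AC50 by Hill fit.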
Casp1 inh = caspase-1 (human) inhibition, allosteric or competitive; hit rate 0.03% among 75,000; Caspase-1 enzyme, Ac-WEHD-AFC fluorogenic rate; AID 900; Potency, µM (top dose mostly 57.5 µM), for the others: at the top dose activity change, negative = inhibition, hits mostly inhibitors;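 also: potency is read from the fitted curve at half-maximal effect; plate controls were vehicle for no effect and no substrate for full effect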
Target sequence (P29466 120-297 limits assumed): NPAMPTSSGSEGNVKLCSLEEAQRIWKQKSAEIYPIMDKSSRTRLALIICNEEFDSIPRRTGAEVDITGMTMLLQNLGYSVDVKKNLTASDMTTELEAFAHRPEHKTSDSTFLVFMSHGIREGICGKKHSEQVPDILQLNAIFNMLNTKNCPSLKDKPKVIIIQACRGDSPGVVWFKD
Target sequence (P29466 317-404 limits assumed): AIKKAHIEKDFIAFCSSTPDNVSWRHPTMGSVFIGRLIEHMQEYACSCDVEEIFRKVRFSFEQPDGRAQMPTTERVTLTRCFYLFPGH
Texas Red fluor = compound fluoresces in the Texas Red spectral region. max dye-equivalent concentration, M. Compound fluorescence, Texas Red channel, 547/618 nm; stronger effect = higher value. hit rate 0.06% among 59,000; in the data active = max dye-equivalent concentration above about 10 nM; inconclusive = between about 1.1 nM and that limit
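Compound fluorescence was read after 15 min at room temperature in 100 mM Tris, pH 8.0, using 547 nm excitation and 618 nm emission across a concentration series. It was expressed as Texas Red dye-equivalent concentration from an on-plate standard curve.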
Fluorescein fluor = compound fluoresces in the fluorescein spectral region | Compound autofluorescence, 480/540 nm, fluorescein-equivalent; stronger effect = higher value | max fluorescein-equivalent concentration, M | hit rate 0.91% among 59,000 | AID 593; in the data active = max fluorescein-equivalent concentration above about 10 nM; inconclusive = between about 1.1 nM and that limit
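Values reflect compound autofluorescence, normalized to fluorescein on the same plate and reported at each tested concentration. Conditions: 100 mM Tris pH 8.0, room temperature, 15 min, excitation 480 nm, emission 540 nm.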
4-MU autofl = 4-MU region autofluorescence. compound autofluorescence, 340/450 nm, 4-MU equivalents; stronger effect = higher value. max dye-equivalent concentration, M. hit rate 11% among 59,000. AID 589; in the data active = max dye-equivalent concentration above about 10 nM; inconclusive = mostly about 1.1 nM to 9.6 nM
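Compounds in 100 mM Tris, pH 8.0, incubated 15 min at room temperature, then fluorescence read at 340 nm excitation/450 nm emission. Signal converted to 4-MU dye-equivalent concentration using an on-plate six-point 4-MU standard curve.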
Numbers without * were called inactive; i = inactive; u = inconclusive; x = no result given; & = joins results of further samples; [ ] = remark or other dose. Unless noted, calls follow the shape of the dose curve; as a rule, active = well fitted curve in the direction sought with a large enough effect; inconclusive = small, poorly fitted or top-dose-only effect, or another doubt; inactive = no such curve, though single readings can be large; an effect the other way counts as inactive or inconclusive. Some of the compounds tested. The share of hits here may be higher or lower than overall.

Each structure is followed by: Rhodamine autofl | Caspase-7 inhib | HEK293 cAMP cs | A350 fluor | Tau fil binding | FLuc inh | ERK AVP inh | Casp1 inh | Texas Red fluor | Fluorescein fluor | 4-MU autofl
> O=C(COc1ccc(Cl)cc1)NCc1nnc(SCC(=O)NC2CCCC2)o1
    i | 0% | 0% | i | -3% | 3% | -4% | 2% | i | i | i
> O=S(=O)(NCCSc1ccccc1)c1ccc(F)cc1
    i | -1% | 5% | i | -15% | 0% | -13% | 0% | u | i | i
> CC(C)CCNC(=O)CCS(=O)(=O)c1cccc2nonc12
    i | 0% | 3% | i | -45% | 1% | 1% | 1% | i | i | i
> O=CNC(=O)c1ccccc1C(=O)O
    i | x | x | i | x | 2%[25.5 µM] | x | x | i | i | i
> COc1ccc(OCC(=O)NCc2cccnc2)cc1
    i | -3% | 0% | i | 3% | 1% | -13% | -6% | i | i | i
> COc1ccc(CCn2c(N3CCN(C)CC3)nc3c2c(=O)[nH]c(=O)n3C)cc1
    i | 0% | 4% | i | -4% | 0% | -10% | 5% | i | u | i
> CN(C)c1oc(-c2ccco2)nc1C#N
    i | -1% | 9% | 3.3e-08M* | -9% | -3% | -16% | -2% | i | i | 2.8e-08M*
> COc1ccc(C(N)=O)cc1NC(=O)CC(O)(C(F)(F)F)C(F)(F)F
    i | -1% | 1% | i | 7% | 0% | -9% | -1% | i | u | i
> C#CCSc1nnc(-c2ccccc2)c(=O)[nH]1
    i | 0% | 10% | i | -11% | 0% | -6% | 1% | u | i | i
> COC(=O)Nc1nc2ccc(C(=O)c3ccccc3)cc2[nH]1
    i | -1% | 8%[25.6 µM] | i | -1%[25.6 µM] | -13%&-1%[25.5 µM] | -7% | 3% | i | u | i
> Cc1noc(C)c1-c1ccc2ncnc(N3CCOCC3)c2c1
    i | -1% | 3% | i | -5% | 0%[2.29 µM] | -19% | 0% | i | u | i
> Cc1ccc(S(=O)(=O)NCCSc2nnc(N)s2)cc1
    i | 0% | 5% | i | -3% | -2% | 1% | 1% | i | i | i
> CCOC(=O)CNC(=O)Cn1cnc2ccc(S(=O)(=O)N3CCC(C)CC3)cc2c1=O
    i | 5% | -6% | i | 1% | 2% | 9% | 1% | i | i | i
> CCOC(=O)Cc1csc(NC(=O)CN2C(=O)c3ccccc3S2(=O)=O)n1
    i | 1% | u | i | 8% | 2% | 24% | 1% | i | u | i
> Cc1cccc(NC(=O)CCn2ccnc2C)c1
    i | 1% | 8% | i | -10% | -19% | -3% | 1% | i | u | i
> COc1ccc(CCN(Cc2cc3cc(C)ccc3[nH]c2=O)C(=O)N2CCCC2)cc1OC
    i | 0% | -1% | i | 11% | 3% | -24% | -1% | i | i | i
> COCCNC(=O)C(c1ccco1)N(C(=O)Cn1nnc2ccccc21)c1ccccc1C (stereo not given)
    i | 2% | -14% | i | -6% | -3% | -11% | 2% | i | u | i
> C=CCn1c(N)c(C(=O)NCC2CCCO2)sc1=S (stereo not given)
    i | 0% | 9% | 1.7e-08M* | 11% | -6% | -24% | 1% | u | u | 1.6e-08M*
> COc1ccccc1CCn1cnc2c3cc(C)ccc3n(C)c2c1=O
    i | 0% | 19% | 1.8e-08M* | 15% | -5% | -7% | -4% | i | i | 5.8e-08M*
> Cc1ccc(S(=O)(=O)NC(CC(=O)NC2CCCC2)c2ccco2)cc1 (stereo not given)
    i | -2% | 2% | i | 3% | 2% | -7% | 2% | u | i | i

(further entries)
Each structure is followed by: Rhodamine autofl | Caspase-7 inhib | HEK293 cAMP cs | A350 fluor | Tau fil binding | FLuc inh | ERK AVP inh | Casp1 inh | Texas Red fluor | Fluorescein fluor | 4-MU autofl
> O[C@H](CCCN1CCN(c2ncc(F)cn2)CC1)c1ccc(F)cc1
    x | 1% | 10% | x | u | 3% | -8% | -1% | x | x | x
> Cc1[nH]c(=O)[nH]c(=O)c1S(=O)(=O)N1CCCC(C(=O)NCCc2ccc(Cl)cc2)C1 (stereo not given)
    i | 0% | -10% | i | 1% | 0% | 20% | 0% | i | u | i
> O=C(NC1(C(F)(F)F)NC(=O)N(Cc2ccco2)C1=O)c1cccnc1 (stereo not given)
    i | 3% | 10% | i | -9% | 0% | 15% | -3% | i | i | i
> Cc1nnc(SCCn2c(N3CCCC(C)C3)nc3c2c(=O)n(C)c(=O)n3C)s1 (stereo not given)
    x | -1% | 12% | x | 17% | 2% | x | -2% | x | x | x
> CCN(CC)Cc1cc2ccccc2c2c1COC2
    i | -5% | 9% | u | 6% | 0% | -14% | 2% | u | i | u
> O=C(C1CCCN(S(=O)(=O)c2ccccc2)C1)N1CCCCCC1 (stereo not given)
    x | -2% | 6% | x | 8% | 2% | -10% | 0% | x | x | x
> CC(C)CSc1nc2c(c(=O)[nH]c(=O)n2C)n1CC(O)COc1cccc2ccccc12 (stereo not given)
    i | -1% | u | i | 121% | -1% | 19% | -3% | i | u | i
> CC(C)(C)c1ccccc1OCCN1CCCC1
    x | 1% | 17% | x | u | 2% | 28% | -1% | x | x | x
> O=C(CSc1nc2ccc(S(=O)(=O)N3CCOCC3)cc2[nH]1)N1CCOCC1
    i | 1% | 14% | i | -10% | 3% | 39%[activator] | -3% | i | i | i
> COCCN(CC(=O)NCc1ccc(OC)cc1)C(=O)CCC(=O)Nc1nccs1
    i | 1% | 4% | i | 6% | -3% | 20% | 2% | i | u | i
> Cc1nc(Nc2ccccc2)c2nc(-c3ccccc3)n(CCCN3CCCCC3C)c2n1 (stereo not given)
    x | -2% | -19% | x | 106% | x | -17% | 0% | x | x | x
> CCOC(=O)c1c(NC(=O)c2nn(CC)cc2Br)sc2c1CCCCC2
    i | -1% | -2% | 1.8e-07M* | 1% | 3% | -1% | 2% | u | i | 1.9e-07M*
> COc1ccc(/C(O)=C2/C(=O)C(=O)N(CCN(C)C)C2c2ccccn2)cc1OC (stereo not given)
    i | x | x | i | x | 0%[25.5 µM] | x | x | i | u | i
> CCc1c(C)nc2ncnn2c1N1CCC(C(=O)Nc2cccc(C(C)=O)c2)CC1
    i | 3% | -8% | i | -1% | 2% | -28% | -1% | i | i | i
> CCCC(=O)NCCCc1nc2ccccc2n1CC
    x | 0% | 21% | x | -2% | 1% | x | -1% | x | x | x
> CC(CCC(=O)Nc1nncs1)C(=O)O (stereo not given)
    x | -1% | 1% | x | -16% | 0% | x | 2% | x | x | x
> Cc1ccc(-c2nnn(CC(=O)Nc3cccc4c3CCCC4)n2)o1
    i | 0% | 12% | i | 256% | 1% | 2% | -1% | i | u | i
> Cc1ccc2oc(=O)ccc2c1
    x | 1% | 1% | x | 5% | x | 27% | -5% | x | x | x
> COCCn1c(=O)[nH]c2cc(C(=O)N3CCN(c4ccccc4OC)CC3)ccc2c1=O
    i | 0% | -1% | i | 3% | 4% | -3% | 0% | i | i | i
> C=CCn1c(SCC(=O)N2CCOCC2)nc2scc(-c3ccco3)c2c1=O
    i | -9% | 3% | i | 80% | 0% | 32µM* | -7% | i | u | i

Records listed above that bear a hit mark in 4-MU autofl.
SMILES,Rhodamine autofl,Caspase-7 inhib,A350 fluor,Tau fil binding,FLuc inh,Casp1 inh,Texas Red fluor,4-MU autofl
CN(C)c1oc(-c2ccco2)nc1C#N,i,-1%,3.3e-08M*,-9%,-3%,-2%,i,2.8e-08M*
C=CCn1c(N)c(C(=O)NCC2CCCO2)sc1=S (stereo not given),i,0%,1.7e-08M*,11%,-6%,1%,u,1.6e-08M*
COc1ccccc1CCn1cnc2c3cc(C)ccc3n(C)c2c1=O,i,0%,1.8e-08M*,15%,-5%,-4%,i,5.8e-08M*
CCOC(=O)c1c(NC(=O)c2nn(CC)cc2Br)sc2c1CCCCC2,i,-1%,1.8e-07M*,1%,3%,2%,u,1.9e-07M*

(continued)
Molecule | Rhodamine autofl | Caspase-7 inhib | HEK293 cAMP cs | A350 fluor | Tau fil binding | FLuc inh | ERK AVP inh | Casp1 inh | Texas Red fluor | Fluorescein fluor | 4-MU autofl
CCOC(=O)CCCNC(=O)COC(=O)c1cccc(C)c1O | i | 0% | 11% | i | -3% | 4% | -9% | 2% | i | i | i
Cc1nc2c(n1O)CCC/C2=N\O | i | -1% | 9% | i | 2% | 1% | -18% | -3% | u | u | i
Cc1cnc(C)c(N2CCC(C(=O)NCc3ccco3)CC2)n1 | i | 2% | 5% | i | -5% | -3% | -1% | -2% | u | i | i
CC(=O)Nc1cccc(C(=O)OCc2ccccc2)c1 | i | 3% | -2% | i | 13% | -3% | -27% | -1% | i | u | i
Cc1cc(C(=O)NC(C)C)on1 | i | 1% | -8% | i | -6% | 2% | -5% | -2% | i | u | i
COc1ccc(OC)c(NC(=O)CSc2nnc(C)n2Cc2ccccc2)c1 | i | -2% | 20% | i | 12% | -2% | 4% | -1% | i | i | i
Cc1cc(C)c2c(n1)nn1c(NCCCN3CCOCC3)cc(C)nc21 | i | -17% | 13% | 2.4e-06M* | 2% | 3% | -4% | u | i | u | 2.1e-06M*

Screening data deposited in PubChem BioAssay by National Center for Advancing Translational Sciences (NCATS).
